Compound activity: PubChem BioAssay, several laboratories
ABHD5-PLIN5 inh = inhibitors of human ABHD5-perilipin-5 interaction. Q00G26+Q8WTS1. Split G. princeps luciferase complementation, luminescence, 4 h. inhibition, % at 4 µM. 360,000 compounds, 0.78% hits. AID 602281;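 active = inhibition above the mean inhibition across every tested compound plus 3 SD, cut at about 22% in these data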;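 also: 0% = DMSO only wells and the 100% control is not disclosed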
Vif imaging = inhibitors of HIV Vif; inhibition, % at 7.49 µM; HEK293T cells, Vif self-association by quenched fluorescence, imaging, 24 h; 340,000 compounds, 0.35% hits; in the data active = inhibition above about 50%, passing the limit was not always enough; also: some results filed as inactive read as strong as hits
Exocytosis inh = lytic granule exocytosis inhibition. TALL-104 LAMP-1 surface exposure, flow cytometry; cells stimulated with thapsigargin and PMA. inhibition, % at 10 µM. 360,000 compounds, 0.66% hits;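 active = inhibition above about 55%, limit read from the data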
MC4R antag cAMP = blocks human MC4R cAMP signaling; inhibition, % at 6.5 µM; MC4R-expressing cells, MTII-stimulated cAMP, LANCE TR-FRET; P32245; 360,000 compounds, 0.48% hits;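 active = inhibition above its plate's cutoff, the mean of tested wells on that plate plus 3 SD, cut at about 29% in these data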;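 also: 0% = Melanotan II alone and 100% = Melanotan II plus saturating MCL0020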
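system = U2OS cells with stable human MC4R expression | also added = Melanotan II challenge after compound preincubation | dosing = one concentration, 6.5 µM nominal | incubation = compound 30 min, challenge 1 h, detection 1 h | measured by = TR-FRET with Eu-cAMP and labeled anti-cAMP, 671 nm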
TLR9-MyD88 block = TLR9-MyD88 interaction inhibition. CHO BLA complementation TLR9-MyD88, CCF4 FRET ratio. inhibition, % at 4.98 µM. 340,000 compounds, 0.21% hits. AID 504734;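 active = inhibition above the mean over all tested compounds plus 3 SD, cut at about 21% in these data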;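 also: 0% = DMSO only wells and 100% = clavulanate BLA inhibitor control wells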
ABCB6 inh MLPCN = blocks the human ABCB6 transporter; 360,000 compounds, 0.19% hits; Q9NP58; AID 602162; fluorescence ratio to DMSO, % at 10 µM; K562-ABCB6 porphyrin accumulation, flow cytometry, 1 h; hits give low values;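 active = fluorescence ratio to DMSO below 75%, the collection mean minus 3 SD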;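 also: signal is porphyrin accumulated inside mitochondria; 100% equals median channel fluorescence of DMSO control wells; lower ratio means ABCB6 inhibition with less porphyrin fluorescence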
aDG glyco up = alpha-DG glycosylation activation; activation, % at 10 µM; Pro5-aDG cells, alpha-DG glycosylation AlphaScreen (IIH6); 0% Pro5, 100% B10-LARGE cell signal; 360,000 compounds, 0.22% hits; AID 624168;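 active = activation of at least 8% versus controls, or a plate z-score of at least 8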;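 also: Pro5 are CHO cells carrying HIG-tagged alpha-DG that lacks glycosylation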
N-glyco inh = blocks N-linked glycosylation in D54 reporter cells. D54 ERlucT glycosylation luciferase reporter, 24 h; percent of 100 nM tunicamycin response. reporter increase, % at 12.5 µM. 360,000 compounds, 0.23% hits;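 active = mean luciferase reporter signal, scaled so untreated is 0 and the glycosylation-blocking control 100, at or above a set limit in every replicate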;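 also: luciferase carries N-glycosylation sites so blocking glycosylation raises the light; 0% = median of neutral control wells and 100% = median of 100 nM tunicamycin wells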
NOD2-RIPK2 inh = blocks binding of human NOD2 to RIPK2; 360,000 compounds, 0.38% hits; O43353; CHO BLA complementation NOD2-RIPK2, CCF4 ratio; inhibition, % at 4.98 µM; in the data active = inhibition above about 21%;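 also: 0% = vehicle only and 100% = reference blocker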
MC4R ag barr = human MC4R agonism via beta-arrestin | U2OS MC4R beta-arrestin complementation, luminescence; percent of melanotan II response, DMSO zero | activation, % at 8.9 µM | 360,000 compounds, 0.98% hits | AID 540308;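 active = activation above a per-plate cutoff, the mean activation of sample wells on that plate plus 3 SD, cut at about 8% in these data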
* = called active by the depositor; nt = no result given. Only part of the results is shown; rates above refer to the full screens.

no.	TLR9-MyD88 block	MC4R antag cAMP	N-glyco inh	ABCB6 inh MLPCN	aDG glyco up	ABHD5-PLIN5 inh	SMILES	Vif imaging	NOD2-RIPK2 inh	MC4R ag barr	Exocytosis inh
1	5	2	-1	103	0.0	2	Cc1cccc(NC(=O)C2CCN(S(=O)(=O)c3cccc4nsnc34)CC2)c1	6	-11	-3.9	0
2	-8	-3	0	103	-0.3	1	COc1ccc(/C=C/C(=O)OCC(=O)Nc2cc(S(=O)(=O)N(C)C)ccc2Cl)cc1	22	2	-0.6	3
3	9	2	1	94	0.1	4	O=C(COC(=O)C1CCN(c2ccc(C(F)(F)F)cn2)CC1)c1ccccc1Cl	nt	4	-1.7	-5
4	-14	19	-7	99	13*	0	O=C(Cc1cccs1)N/N=C\c1ccc([N+](=O)[O-])s1	nt	1	-3.8	0
5	-3	12	1	94	-0.5	-10	O=C1Cc2cc(S(=O)(=O)Nc3ccc(F)cc3Cl)ccc2N1	23	-21	1.3	-10
6	-7	-3	2	94	0.0	0	CC(C)OP(=O)(c1ccc(N(C)C)cc1)C(Nc1ccccc1)c1cccnc1 (configuration not stated)	-1	-10	-1.0	-4
7	2	1	2	76	0.4	-7	CCC(C)C(NC(N)=O)C(=O)Nc1ccc(C)c(Cl)c1 (configuration not stated)	4	-15	-2.6	-1
8	-6	3	-3	98	0.0	4	O=C(CNS(=O)(=O)c1cccs1)N1CCc2ccccc2C1	nt	0	-1.2	0
9	-6	11	1	99	-0.1	6	CCCNC(=O)CCC(=O)Nc1ncc(-c2ccc(C)cc2)n1C	-11	4	1.7	3
10	3	-5	-1	98	0.0	-1	O=C(Cn1nc(-c2ccc(Cl)cc2)ccc1=O)NCc1ccc2c(c1)OCO2	-10	-13	-0.2	-3
11	-7	22	0	96	0.0	-8	Cc1ccc(C2SCC(=O)N2Cc2cn3ccsc3n2)o1 (configuration not stated)	10	-8	-0.9	8
12	-8	-2	1	92	-0.3	-7	CCOc1ccc(NC(=O)Nc2nc3ccc(S(C)(=O)=O)cc3s2)cc1	0	-2	1.5	-12
13	2	-7	3	102	-0.4	8	CC(=O)c1cccc(NC(=O)COc2ccccc2)c1	-3	-3	5.3	-2
14	nt	7	-2	100	0.0	-3	O=S(=O)(NC1CCCCCCC1)c1ccc(F)cc1	-5	-7	0.8	-10
15	-7	6	-1	89	-0.3	-7	Cc1n[nH]c(C)c1S(=O)(=O)N1CCCC(C(=O)NCC2COc3ccccc3O2)C1 (configuration not stated)	-5	-9	-1.9	-3
16	-4	1	-2	102	0.2	-1	CC(=O)C1=C(C)NC(SCc2cccc3ccccc23)=C(C#N)C1c1ccco1 (configuration not stated)	-3	-9	-0.9	-2
17	-13	4	-2	97	0.1	-6	CC(C)Nc1oc(-c2cccc3ccccc23)nc1C#N	0	-6	-0.7	1
18	1	1	1	95	0.1	-6	Cc1ccc(NC(=O)CSc2nnc3ccccn23)cc1	-5	9	-1.6	23
19	-4	7	0	95	-0.1	-2	COc1ccc(CN2CCN(C(=O)c3ccc4c(c3)CCC4)CC2)cc1OC	-18	3	-3.0	-5
20	-4	3	2	96	-0.1	0	COc1cc(NC(=O)COC(=O)CNC(=O)C23CC4CC(CC(C4)C2)C3)cc(OC)c1	-1	-18	3.4	2
21	-3	-16	-2	89	0.0	6	Cn1nc([N+](=O)[O-])nc1Sc1nnc(-c2ccccc2)o1	-4	3	-2.9	-3
22	3	7	1	97	-0.2	0	COC(=O)[C@H](Cc1ccccc1)NS(=O)(=O)N[C@@H](Cc1ccccc1)C(=O)OC	-9	-5	-1.5	-8
23	4	1	2	93	0.1	-8	N/C(=N\OC(=O)CCCc1ccccc1)c1ccccc1Cl	-1	3	-0.5	0
24	0	8	-1	94	0.3	-1	COc1ccc(/C=N/n2cnn(Cc3ccccc3Cl)c2=S)cc1	-5	-6	-0.8	0
25	-7	-7	2	104	0.6	2	CCOC(=O)C1CCN(CC(=O)Nc2c(C(=O)OC)n(C)c3cccc(C)c23)CC1	2	-14	0.4	-1
26	9	5	-1	95	0.4	-3	O=C(NCc1cccs1)C1CC(=O)N(c2ccc(Cl)cc2)C1 (configuration not stated)	-4	6	-0.1	-2
27	-10	7	1	98	0.5	-4	CCc1ccc(N2C(=O)c3sc4nnc(C)c(=O)n4c3C2=O)cc1	2	-6	-0.5	-2
28	3	-9	0	96	-0.1	-2	O=C(NC(=S)Nc1ccc(Cl)cc1)c1cncc(Br)c1	-6	4	-0.5	-4
29	0	-3	0	101	-0.2	8	CCN(CC(=O)N1CCCC1)S(=O)(=O)c1ccc(OC)cc1	7	-10	0.1	-1
30	-5	6	2	94	0.6	3	CSCCC(NC(=O)c1ccccc1)C(=O)NCC(C)(C)N1CCOCC1 (configuration not stated)	16	-2	1.7	-3

A draw from above in order of molar mass, high to low.
no.	TLR9-MyD88 block	MC4R antag cAMP	N-glyco inh	ABCB6 inh MLPCN	aDG glyco up	ABHD5-PLIN5 inh	SMILES	Vif imaging	NOD2-RIPK2 inh	MC4R ag barr	Exocytosis inh
16	-4	1	-2	102	0.2	-1	CC(=O)C1=C(C)NC(SCc2cccc3ccccc23)=C(C#N)C1c1ccco1 (configuration not stated)	-3	-9	-0.9	-2
10	3	-5	-1	98	0.0	-1	O=C(Cn1nc(-c2ccc(Cl)cc2)ccc1=O)NCc1ccc2c(c1)OCO2	-10	-13	-0.2	-3
29	0	-3	0	101	-0.2	8	CCN(CC(=O)N1CCCC1)S(=O)(=O)c1ccc(OC)cc1	7	-10	0.1	-1

Further structures follow.
no.	TLR9-MyD88 block	MC4R antag cAMP	N-glyco inh	ABCB6 inh MLPCN	aDG glyco up	ABHD5-PLIN5 inh	SMILES	Vif imaging	NOD2-RIPK2 inh	MC4R ag barr	Exocytosis inh
31	nt	nt	nt	95	0.4	9	Oc1ccc(C[C@@H](CN2CCCC2CN2C(=S)NC[C@@H]2Cc2ccccc2)N2C[C@H](Cc3ccccc3)N(CC3CCCCC3)C2=S)cc1 (some centres not stated)	nt	-17	nt	4
32	-13	2	0	89	-0.3	-2	CCOc1ccc2[nH]c(S(=O)(=O)CC)nc2c1Cl	nt	-8	-1.8	0
33	2	-4	2	96	-0.3	3	CC(=O)NN=C1CCC(c2ccccc2)CC1 (configuration not stated)	-3	-8	-1.2	0
34	5	-11	1	99	0.0	3	Oc1ccc(Cl)cc1C1=NNC(c2cccs2)C1 (configuration not stated)	3	-2	-0.8	-4
35	-2	-3	2	98	-0.1	-3	COC(=O)[C@H](Cc1ccccc1)NC(=O)NCc1ccc(S(N)(=O)=O)cc1	-2	7	1.4	-2
36	-3	15	0	98	0.0	-1	CCOc1ccc(N(CC(=O)NCC2CCCO2)S(=O)(=O)c2ccc(C)cc2)cc1 (configuration not stated)	-4	-7	1.7	-6
37	-2	10	-1	99	0.4	-4	Cc1nc2cc(NS(=O)(=O)c3ccccc3)ccc2n1C	25	-6	3.2	-3
38	-9	-31	0	102	-0.2	4	COc1cc(/C=C/c2cc(C(=O)O)c3ccccc3n2)cc(OC)c1O	0	-9	-1.8	-3
39	nt	3	-1	99	-0.3	12	CCCN1CCC(C(=O)NC(c2ccc(Cl)cc2)c2ccsc2)CC1 (configuration not stated)	-5	-7	-0.6	-3
40	-17	-2	2	99	-0.3	0	CC(=O)N(C(C)=O)S(=O)(=O)c1ccc(N=NN2CCCCC2)cc1	5	-5	0.1	-2
41	4	-9	1	101	-0.4	4	Cc1cs/c(=N\N=C\c2ccc(O)cc2)n1Cc1ccco1	-2	-8	-1.7	-4
42	4	0	-1	103	0.0	-6	N#CCCN1CCN(C2=NC(=O)C(=C3CCCCC3)S2)CC1	5	-16	-0.9	-3
43	7	4	-3	106	0.4	7	CC1Nc2ncnc(N3CCN(c4ccccn4)CC3)c2N(Cc2ccccc2)C1=O (configuration not stated)	1	2	-3.4	-4
44	6	2	2	98	-0.3	3	CCCCCCCCC(=O)N/N=C/c1ccccn1	-4	4	3.0	1
45	-1	0	0	96	0.0	5	COc1cc(NC(=O)C2Cc3ccccc3CN2S(C)(=O)=O)cc(OC)c1 (configuration not stated)	-9	0	-1.1	2
46	3	-4	-3	91	0.2	0	CCC(=O)Nc1ccc(C(=O)CSc2nc3ccccc3cc2CC)cc1	1	0	3.5	-2
47	0	1	0	95	-0.6	9	COc1ccc([C@H]2N[C@]3(CCCN(Cc4cccn4C)C3=O)[C@H]3C(=O)N(Cc4ccccc4)C(=O)[C@@H]23)cc1	1	-11	1.6	4
48	nt	0	1	102	-0.2	-2	Cc1nc2c(C)[n+](CC(=O)c3ccccc3)ccc2n1C	16	-10	0.7	-6

Retrieved by compound from the list above:
no.	TLR9-MyD88 block	MC4R antag cAMP	N-glyco inh	ABCB6 inh MLPCN	aDG glyco up	ABHD5-PLIN5 inh	SMILES	Vif imaging	NOD2-RIPK2 inh	MC4R ag barr	Exocytosis inh
20	-4	3	2	96	-0.1	0	COc1cc(NC(=O)COC(=O)CNC(=O)C23CC4CC(CC(C4)C2)C3)cc(OC)c1	-1	-18	3.4	2
30	-5	6	2	94	0.6	3	CSCCC(NC(=O)c1ccccc1)C(=O)NCC(C)(C)N1CCOCC1 (configuration not stated)	16	-2	1.7	-3
27	-10	7	1	98	0.5	-4	CCc1ccc(N2C(=O)c3sc4nnc(C)c(=O)n4c3C2=O)cc1	2	-6	-0.5	-2
21	-3	-16	-2	89	0.0	6	Cn1nc([N+](=O)[O-])nc1Sc1nnc(-c2ccccc2)o1	-4	3	-2.9	-3
